Screening results: PubChem, Broad Institute
TcdB GH inh: inhibitors of Clostridioides difficile toxin B glycohydrolase; P18177; TcdB glycohydrolase enzymatic assay, plate reader; inhibition, % at 9.99 µM; 350,000 compounds, 0.24% hits; AID 652162; in the data active means inhibition above about 10%
Starred values were filed as active, the others as inactive.

Results for COc1ccc(CN(C)C[C@@H]2Oc3ccc(NC(=O)Nc4cccc5ccccc45)cc3C(=O)N([C@H](C)CO)C[C@@H]2C)cc1 ?
TcdB GH inh: -1.9

What do the screens show for `O=C(C[C@@H]1CC[C@H]2[C@@H](COC[C@@H](O)CN2C(=O)c2ccc(F)cc2)O1)N1CCOCC1`?
TcdB GH inh: -1.6

What do the screens show for `CNC[C@H]1Oc2ccc(NC(=O)Nc3cccc4ccccc34)cc2C(=O)N([C@@H](C)CO)C[C@H]1C`?
TcdB GH inh: -2.3

Results for C[C@H](CO)N1C[C@H](C)[C@H](CN(C)Cc2ccncc2)OCCCC[C@H](C)Oc2ccc(NC(=O)Nc3cccc4ccccc34)cc2C1=O ?
TcdB GH inh: -0.8

How did C[C@@H]1CN([C@H](C)CO)C(=O)c2cc(NS(=O)(=O)c3cn(C)cn3)ccc2O[C@@H](C)CCCCO[C@@H]1CN(C)S(=O)(=O)c1cccs1 do in these assays?
TcdB GH inh: 1.4

Results for C[C@@H]1CN([C@@H](C)CO)C(=O)Cc2cc(NC(=O)CCCN(C)C)ccc2O[C@H]1CN(C)Cc1ccc(-c2ccccc2)cc1 ?
TcdB GH inh: 0.7

How did COc1ccc(NC(=O)Nc2ccc3c(c2)OC[C@H](C)NC[C@H](C)[C@H](OC)CN(C)C3=O)cc1 do in these assays?
TcdB GH inh: -1.5

Results for COc1ccc(-c2ccc3n(c2=O)C[C@@H]2[C@@H](CO)[C@H](C(=O)Nc4ccccc4)N(C)[C@H]32)cc1 ?
TcdB GH inh: -0.1

Results for COc1ccc2c3c(n(C)c2c1)[C@H](CO)N(C(=O)CC1CC1)CC31CCN(C(=O)C2CC2)CC1 ?
TcdB GH inh: 0.3

What do the screens show for `Cc1ccc(-c2ccc([C@H]3[C@@H](CO)N4C(=O)CN(C(=O)NC(C)C)C[C@@H]34)cc2)cc1`?
TcdB GH inh: 0.2

How did COc1ccc(NC(=O)Nc2ccc3c(c2)C(=O)N([C@@H](C)CO)C[C@H](C)[C@@H](CN(C)C(=O)Nc2c(C)noc2C)O3)cc1 do in these assays?
TcdB GH inh: -1.2

How did C[C@H]1CCCCO[C@@H](CN(C)C(=O)c2ccccc2)[C@@H](C)CN([C@@H](C)CO)C(=O)c2cc(NS(=O)(=O)c3cccs3)ccc2O1 do in these assays?
TcdB GH inh: 0.1

Results for COCC(=O)Nc1ccc2c(c1)C(=O)N(C)C[C@@H](OC)[C@@H](C)CN(C(=O)c1cnccn1)[C@@H](C)CO2 ?
TcdB GH inh: -1.0

Results for COCC(=O)N1CC(=O)N2[C@H](CO)[C@@H](c3ccc(-c4ccccc4F)cc3)[C@@H]2C1 ?
TcdB GH inh: -12

How did C[C@H](CO)N1C[C@H](C)[C@H](CN(C)C(=O)C2CCOCC2)Oc2ncc(-c3cccc(F)c3)cc2C1=O do in these assays?
TcdB GH inh: 0.5

Results for COc1ccc(NC(=O)N(C)C[C@H]2Oc3ncc(C#C[C@@H](C)O)cc3C(=O)N([C@H](C)CO)C[C@@H]2C)cc1 ?
TcdB GH inh: -2.0

How did C[C@H](CO)N1C[C@H](C)[C@H](CN(C)Cc2ccc(C(=O)O)cc2)Oc2ccc(NS(=O)(=O)c3ccc(F)cc3)cc2C1=O do in these assays?
TcdB GH inh: -1.8

Results for CC(C)(C)[S@](=O)N1Cc2cc(C(=O)NCc3ccc4c(c3)OCO4)nc(-c3cccc(-c4ccncc4)c3)c2[C@@H]1CCO ?
TcdB GH inh: -0.1

Results for CCCNC(=O)N1[C@H](CNC(=O)c2ccc(F)cc2)[C@H](c2ccccc2)[C@@H]1CO ?
TcdB GH inh: 1.8

What do the screens show for `CO[C@H]1CN(C)C(=O)c2ccc(NS(=O)(=O)c3ccccc3C)cc2OC[C@@H](C)N(C)C[C@H]1C`?
TcdB GH inh: 0.2

How did O=C(Nc1cccc(Cl)c1)N[C@H]1CC[C@H](CCNC(=O)C2CCC2)O[C@@H]1CO do in these assays?
TcdB GH inh: -1.8

Results for CN1c2ccc(-c3cccc(F)c3)cc2[C@@H]2[C@@H](CCN2C(=O)Nc2ccccc2F)[C@@H]1CO ?
TcdB GH inh: -1.3

How did C[C@H](CO)N1C[C@H](C)[C@H](CN(C)S(C)(=O)=O)Oc2ccc(NC(=O)NC3CCCCC3)cc2CC1=O do in these assays?
TcdB GH inh: -4.3

What do the screens show for `C[C@@H]1CN([C@H](C)CO)C(=O)Cc2cc(NS(=O)(=O)c3cccs3)ccc2O[C@H]1CN(C)Cc1ccc(C(=O)Nc2ccccc2N)cc1`?
TcdB GH inh: -0.9

Results for C[C@H](CO)N1C[C@H](C)[C@H](CN(C)C(=O)Nc2ccccc2)Oc2ncc(/C=C/c3ccccc3)cc2C1=O ?
TcdB GH inh: -1.3

What do the screens show for `C[C@H](CO)N1C[C@H](C)[C@H](CN(C)C(=O)C2CC2)Oc2ncc(-c3cccc(C#N)c3)cc2C1=O`?
TcdB GH inh: -1.6

Results for CCNC(=O)Nc1ccc2c(c1)C(=O)N(C)[C@@H]1CC[C@@H](CC(=O)NCC3CCCCC3)O[C@@H]1CO2 ?
TcdB GH inh: 1.0

Results for CN(C)C(=O)C[C@H]1C[C@H]2c3cc(NC(=O)Nc4ccc(C(F)(F)F)cc4)ccc3O[C@H]2[C@H](CO)O1 ?
TcdB GH inh: 1.0

What do the screens show for `C[C@@H]1CN([C@H](C)CO)C(=O)c2cc(C#CC(C)(C)O)cnc2O[C@@H]1CN(C)C(=O)CN(C)C`?
TcdB GH inh: 0.2

Results for Cc1ccc(-c2ccc3c(c2)O[C@H](CN(C)Cc2ccccn2)[C@H](C)CN([C@H](C)CO)S3(=O)=O)cc1 ?
TcdB GH inh: 1.4

What do the screens show for `NC(=O)[C@H]1[C@@H]2C(=O)O[C@@H](c3ccccc3)[C@@H](c3ccccc3)N2[C@@H](c2ccc(OCCO)cc2)[C@]12C(=O)Nc1ccccc12`?
TcdB GH inh: 0.3

What do the screens show for `CC(C)NC(=O)N(C)C[C@H]1Oc2ccc(NC(=O)Nc3cccc4ccccc34)cc2C(=O)N([C@@H](C)CO)C[C@H]1C`?
TcdB GH inh: 1.4

Results for O=C(C[C@H]1CC[C@@H]2[C@H](COC[C@H](O)CN2C(=O)c2ccncc2)O1)NCc1cc(F)cc(F)c1 ?
TcdB GH inh: -1.0

Results for CN(C)CCCNC(=O)C[C@H]1CC[C@H](NS(=O)(=O)c2ccc(F)cc2)[C@@H](CO)O1 ?
TcdB GH inh: -1.3

What do the screens show for `O=C1N[C@@H](c2ccccc2)COCn2nncc2CC[C@@H]1Cc1ccccc1`?
TcdB GH inh: -1.3

What do the screens show for `Cc1ccc(S(=O)(=O)N2C[C@H](O)COC[C@@H]3O[C@@H](CC(=O)NCC4CCCCC4)CC[C@H]32)cc1`?
TcdB GH inh: -1.0

Results for CO[C@@H]1CN(C)C(=O)c2cc(NS(C)(=O)=O)ccc2OC[C@H](C)NC[C@@H]1C ?
TcdB GH inh: 0.7

Results for O=C(N[C@@H]1CC[C@H](CCNS(=O)(=O)Cc2ccccc2)O[C@@H]1CO)c1ccc2c(c1)OCO2 ?
TcdB GH inh: 0.7

How did C[C@@H]1CN([C@@H](C)CO)C(=O)c2cc(NC(=O)Nc3ccccc3)ccc2O[C@H]1CN(C)Cc1ccc2c(c1)OCO2 do in these assays?
TcdB GH inh: 1.4

What do the screens show for `N#C[C@H]1[C@@H](c2ccc(/C=C/c3ccccc3)cc2)[C@@H](CO)N1C(=O)Cc1ccccn1`?
TcdB GH inh: -3.5

Ordered by molecular weight (high to low): some entries from above
What do the screens show for `C[C@@H]1CN([C@H](C)CO)C(=O)Cc2cc(NS(=O)(=O)c3cccs3)ccc2O[C@H]1CN(C)Cc1ccc(C(=O)Nc2ccccc2N)cc1`?
TcdB GH inh: -0.9

What do the screens show for `NC(=O)[C@H]1[C@@H]2C(=O)O[C@@H](c3ccccc3)[C@@H](c3ccccc3)N2[C@@H](c2ccc(OCCO)cc2)[C@]12C(=O)Nc1ccccc12`?
TcdB GH inh: 0.3

Results for C[C@H](CO)N1C[C@H](C)[C@H](CN(C)C(=O)Nc2ccccc2)Oc2ncc(/C=C/c3ccccc3)cc2C1=O ?
TcdB GH inh: -1.3

Results for CN(C)C(=O)C[C@H]1C[C@H]2c3cc(NC(=O)Nc4ccc(C(F)(F)F)cc4)ccc3O[C@H]2[C@H](CO)O1 ?
TcdB GH inh: 1.0

How did O=C(Nc1cccc(Cl)c1)N[C@H]1CC[C@H](CCNC(=O)C2CCC2)O[C@@H]1CO do in these assays?
TcdB GH inh: -1.8

What do the screens show for `O=C1N[C@@H](c2ccccc2)COCn2nncc2CC[C@@H]1Cc1ccccc1`?
TcdB GH inh: -1.3

(list continues)
Results for Cc1noc(C)c1NC(=O)N1C[C@@H](O)COC[C@H]2O[C@H](CC(=O)NCC3CCCCC3)CC[C@@H]21 ?
TcdB GH inh: 0.5

How did CC(=O)N(C)C[C@@H]1Oc2cc(C#Cc3cccnc3)ccc2S(=O)(=O)N([C@H](C)CO)C[C@H]1C do in these assays?
TcdB GH inh: 1.4

How did O=C(N[C@@H]1CC[C@@H](CCNS(=O)(=O)c2ccc(F)cc2)O[C@H]1CO)C1CC1 do in these assays?
TcdB GH inh: 0.6

What do the screens show for `C[C@H](CO)N1C[C@H](C)[C@H](CN(C)Cc2ccc(C(=O)O)cc2)Oc2ccc(NS(=O)(=O)c3cn(C)cn3)cc2CC1=O`?
TcdB GH inh: -0.4

Results for CC(C)NC(=O)N(C)C[C@@H]1Oc2ccc(NS(=O)(=O)c3cn(C)cn3)cc2C(=O)N([C@H](C)CO)C[C@H]1C ?
TcdB GH inh: 1.3

How did CCNC(=O)C[C@H]1CC[C@H]2[C@H](COc3ccc(NC(=O)Cc4ccccc4)cc3C(=O)N2C)O1 do in these assays?
TcdB GH inh: 0.4

How did O=C(c1cccc(F)c1)N1CC[C@@H]2[C@H](CO)Nc3ccc(C#Cc4ccccc4)cc3[C@@H]21 do in these assays?
TcdB GH inh: -1.8

What do the screens show for `C[C@H](O)C#Cc1ccc([C@@H]2[C@@H](CO)N3CCCCN(S(=O)(=O)Cc4ccccc4)C[C@@H]23)cc1`?
TcdB GH inh: -0.4

How did COc1ccc(NC(=O)N(C)C[C@H]2OCCCC[C@H](C)Oc3ccc(NC(=O)CCCN(C)C)cc3C(=O)N([C@H](C)CO)C[C@@H]2C)cc1 do in these assays?
TcdB GH inh: 0.9

What do the screens show for `O=C(NC1CCCC1)N1CC(=O)N2[C@H](CO)[C@H](c3ccc(-c4ccncc4)cc3)[C@@H]2C1`?
TcdB GH inh: 0.2

Results for O=C(NCC[C@@H]1CC[C@H](NC(=O)C2CCC2)[C@@H](CO)O1)c1cc(Cl)cc(Cl)c1 ?
TcdB GH inh: -0.8

What do the screens show for `O=C(C[C@@H]1CC[C@@H](NC(=O)c2ccncc2)[C@@H](CO)O1)Nc1ccc(-c2ccccc2)cc1`?
TcdB GH inh: 1.1

What do the screens show for `CN(C)CCCNC(=O)[C@H]1[C@H](CO)[C@H]2Cn3c(ccc(-c4ccccc4)c3=O)[C@@H]1N2C`?
TcdB GH inh: -1.7

How did O=S(=O)(Cc1ccccc1)NCC[C@@H]1CC[C@H](NS(=O)(=O)c2ccc(F)cc2)[C@@H](CO)O1 do in these assays?
TcdB GH inh: 0.0

What do the screens show for `C[C@H](CO)N1C[C@H](C)[C@@H](CN(C)CC2CCOCC2)Oc2ncc(C#Cc3ccccn3)cc2C1=O`?
TcdB GH inh: -0.4

What do the screens show for `CO[C@H]1CN(C)C(=O)c2ccc(NC(=O)c3nc4ccccc4s3)cc2OC[C@@H](C)NC[C@@H]1C`?
TcdB GH inh: 1.4

Results for C[C@@H]1CN([C@H](C)CO)C(=O)c2cccc(NS(C)(=O)=O)c2O[C@@H]1CN(C)S(C)(=O)=O ?
TcdB GH inh: 0.5

Results for CO[C@@H]1CN(C)C(=O)c2ccc(NC(=O)c3ccc(-c4ccccc4)cc3)cc2OC[C@@H](C)NC[C@@H]1C ?
TcdB GH inh: 1.6

How did Cc1noc(C)c1NC(=O)N(C)C[C@H]1Oc2c(NS(=O)(=O)c3ccc(Cl)cc3)cccc2C(=O)N([C@@H](C)CO)C[C@@H]1C do in these assays?
TcdB GH inh: 0.4

What do the screens show for `COc1ccc(CN(C)C[C@@H]2Oc3ccc(NS(C)(=O)=O)cc3CC(=O)N([C@@H](C)CO)C[C@H]2C)cc1`?
TcdB GH inh: 0.7

Results for COC(=O)[C@H]1[C@H](CO)[C@H]2Cn3c(cccc3=O)[C@H]2N1C(=O)C1CCCCC1 ?
TcdB GH inh: -0.2

Results for Cc1noc(C)c1S(=O)(=O)Nc1ccc2c(c1)CC(=O)N([C@H](C)CO)C[C@H](C)[C@@H](CN(C)S(=O)(=O)c1ccc(F)cc1)O2 ?
TcdB GH inh: 0.6

How did CCCNC(=O)[C@H]1[C@H](CO)[C@H]2Cn3c(ccc(-c4ccccc4)c3=O)[C@@H]1N2C(=O)C1CC1 do in these assays?
TcdB GH inh: -0.4

How did Cc1noc(C)c1S(=O)(=O)Nc1ccc2c(c1)C(=O)N([C@H](C)CO)C[C@H](C)[C@@H](CN(C)Cc1ccc(Oc3ccccc3)cc1)O2 do in these assays?
TcdB GH inh: -0.8

What do the screens show for `COc1ccc(S(=O)(=O)N[C@H]2CC[C@@H](CCn3cc(C(C)C)nn3)O[C@@H]2CO)cc1`?
TcdB GH inh: -0.3

What do the screens show for `O=C(NC1CCCC1)N1CCCCN2[C@H](C1)[C@H](c1ccc(/C=C/c3ccccc3)cc1)[C@@H]2CO`?
TcdB GH inh: -1.4

What do the screens show for `COc1cccc(CNC(=O)C[C@H]2CC[C@@H](NS(=O)(=O)c3ccccc3OC)[C@@H](CO)O2)c1`?
TcdB GH inh: 1.0

Results for COc1ccc(CN(C)C[C@@H]2OCCCC[C@H](C)Oc3ccc(NC(=O)Nc4ccc(C(F)(F)F)cc4)cc3C(=O)N([C@@H](C)CO)C[C@H]2C)cc1 ?
TcdB GH inh: -0.4

How did C[C@@H]1CCCCO[C@H](CN(C)Cc2ccc3c(c2)OCO3)[C@@H](C)CN([C@H](C)CO)C(=O)c2cc(NS(=O)(=O)c3ccc(Cl)cc3)ccc2O1 do in these assays?
TcdB GH inh: 1.1

Results for C[C@@H]1CN([C@H](C)CO)C(=O)c2cccc(NC(=O)Nc3cccc4ccccc34)c2O[C@@H]1CN(C)C ?
TcdB GH inh: 2.3

Only part of the results is shown, so the mix of outcomes need not match the whole.
